Source: PubChem
AID2073 – inhibitors of Mint1-CaV2.2 protein interaction, biochemical, HTRF (AID 2073). one-dose inhibition, % at 20 µM; IC50 in µM for titrated hits. HTRF protein-protein interaction, Mint1-CaV2.2; higher % means a stronger effect. hit rate 0.19% among 290,000; in the data active means inhibition mostly above about 51%, no sharp cut-off; inconclusive means no clear call, values can overlap the other calls; inactive means mostly below about 53%; further: some results filed as inactive read as strong as hits
ER stress rescue – protection against thapsigargin-triggered cell killing – 384-well, CSM14.1, ATP luminescence, primary screen (AID 1222) | CSM14.1 thapsigargin-induced death rescue, ATP luminescence; higher % means a stronger effect | 190,000 tested, under 10 active | one-dose cellular ATP content (survival), % at 20 µM; EC50 in µM for titrated hits;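 active means EC50 below 50 µM in the dose-response confirmation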;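 further: death triggered by thapsigargin at about 15 µM added after 2 h compound pretreatment; cell ATP read after overnight thapsigargin exposure of roughly 18 to 22 hours; normalized against plate controls of thapsigargin alone and 5% DMSO vehicle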
HEK293 NOD2/NF-kB – inhibition of NOD2-driven NF-kB reporter – cell-based, luminescence, uHTS, HEK293 (AID 1566); HEK293 NOD2/NF-kB luciferase reporter, luminescence; higher % means a stronger effect; one-dose inhibition, % at 4 µM; EC50 in µM for titrated hits; hit rate 0.63% among 290,000; further: many of its hits are not listed in these tables
Hep lipid drop – hepatic lipid droplet formation modulation. hit rate 0.4% among 240,000. AML12 mouse hepatocytes, oleate lipid droplets, BODIPY imaging. inhibition, % at 6.5 µM;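 active means lipid droplet intensity inhibited by at least 50%, with more than 500 cells counted; inconclusive means wells with under 300 cells, treated as cytotoxic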
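System: AML12 hepatocytes (mouse). Probe or stimulus: oleic acid at 100 µM to induce lipid droplet formation. Times: overnight treatment with compound plus oleate. Detection: Image-based BODIPY and DAPI two-channel analysis. Evaluation: percent inhibition of filter-corrected integrated lipid droplet intensity per well.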
XIAP antagonists – small molecules displacing peptide from XIAP – biochemical, IAP family, fluorescence polarization (AID 1018) | XIAP BIR domain, fluorescence polarization peptide displacement; higher % means a stronger effect | displacement, % at 20 µM, or IC50 in µM where a hit was titrated | hit rate 0.007% among 200,000; in the data active means displacement above about 50%; further: a part of the inactive calls stands beside numbers as strong as those of hits
LYP phosphatase – inhibitors of LYP phosphatase, biochemical, fluorescence intensity, uHTS (AID 1779) | recombinant LYP phosphatase, fluorescence intensity; higher % means a stronger effect | one-dose inhibition, % at 11.5 µM; IC50 in µM for titrated hits | hit rate 0.054% among 290,000;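 further: plate controls were vehicle with enzyme for no effect and no enzyme for full effect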
P. falciparum M17LAP – P. falciparum M17LAP inhibitors, primary screen, biochemical, fluorogenic H-Leu-NHMec substrate, 1536-well (AID 1619). recombinant M17LAP, H-Leu-NHMec fluorogenic kinetic assay; higher % means a stronger effect. one-dose inhibition, % at 30 µM; IC50 in µM for titrated hits. hit rate 0.38% among 220,000;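 active means compound inhibiting the enzyme by more than half at any dose during confirmatory dose-response retesting; inconclusive means strong single-dose inhibitors picked by rank but not retested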;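 further: plate controls were full reaction with DMSO carrier for no effect and no enzyme background for full effect; strong numbers were not always called active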
SIAH1 antagonists – Siah-1 peptide-binding antagonists, primary screen, biochemical, fluorescence polarization, rhodamine-plectin, uHTS (AID 1817). Siah-1 / rhodamine-plectin peptide fluorescence polarization; higher % means a stronger effect. one-dose displacement, % at 20 µM; IC50 in µM for titrated hits. hit rate 0.02% among 290,000;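 active means displacement of at least 50% at 20 µM, with a fluorescence ratio check between 0.3 and a set limit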;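 further: plate controls were Siah plus tracer with DMSO for no effect and tracer alone without Siah for full effect; strong numbers were not always called active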
M1AAP inhibition – malaria alanyl aminopeptidase activity blockers – biochemical, fluorogenic H-Leu-NHMec substrate, 1536-well (AID 1445) | recombinant M1AAP, H-Leu-NHMec fluorogenic kinetic assay; higher % means a stronger effect | inhibition, % at 30 µM, or IC50 in µM where a hit was titrated | hit rate 0.42% among 220,000;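 active means primary inhibition above the hit cutoff, then over 50% inhibition at one or more dose response concentrations, cut at about 23% in these data, passing the limit was not always enough; inconclusive means conflicting primary data, or primary hits not chosen for dose response; inactive means low primary inhibition, or under 50% at every dose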;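 further: plate controls were DMSO full reaction for no effect and no enzyme background for full effect; strong numbers were not always called active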
Hep lipid drop cells 6.5 µM – recorded beside Hep lipid drop, whose call it bears; cell count; measured here: cell count, cytotoxicity flag;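 cells counted across two imaged fields per well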
Starred values were filed as active, the others as inactive; ? = inconclusive; · = not tested or not shown. Unless noted, no stated cut-off is given here; in the data, active means inhibition above about 50%; inactive means the rest.

Molecule | Hep lipid drop cells 6.5 µM | HEK293 NOD2/NF-kB | M1AAP inhibition | XIAP antagonists | P. falciparum M17LAP | LYP phosphatase | ER stress rescue | Hep lipid drop | AID2073 | SIAH1 antagonists
CC1SC(c2ccccc2)N(CC(O)c2ccc([N+](=O)[O-])cc2)C1=O (stereo unspecified) | 702 | 4.9% | 5.5% | -4.8% | -1.1% | -2.2% | -2.1% | -16.5 | 7.2% | 1.3%
Cc1cc(C(=O)CN2C(=O)C(=O)N(C3CCCC3)C2=O)c(C)n1-c1ccc(F)cc1 | 660 | -19.9% | 1.9% | -6.4% | 3.5% | 0.7% | 0.0% | 6.3 | -2.4% | -5.8%
O=C1c2ccc3c4c(ccc(c24)C(=O)N1CCCCO)C(=O)N(CCCCO)C3=O | 656 | 3.8% | 21.7% | 20.3% | 2.2% | -3.1% | -1.2% | -26.9 | -11.1% | 13.5%
COc1ccc(C2/C(=C(/O)c3ccc(F)cc3)C(=O)C(=O)N2c2ccccn2)cc1OC (stereo unspecified) | 821 | 6.4% | · | · | · | 2.1% | · | 4.0 | 8.6% | 6.0%
S=C(Nc1ccc(Cl)cc1)NC1CC2CCCC(C1)N2C1CC1 (stereo unspecified) | 691 | 5.1% | 5.4% | -2.9% | 2.5% | -1.5% | -1.7% | 10.6 | -24.2% | -7.9%
CSc1ccc(NC(=O)NCCCN2CCN(c3ccccc3F)CC2)cc1 | · | -8.5% | -2.9% | -3.6% | -8.4% | -5.0% | -0.9% | · | 15.2% | -1.5%
C=CCNC(=O)/C(=C/c1ccc(Br)cc1)NC(=O)c1ccccc1OC | 670 | 6.8% | -1.7% | 3.1% | 9.7% | -7.9% | -0.2% | -2.6 | 2.3% | 1.8%
COc1cccc(CSc2nc3ccncc3[nH]2)c1 | 694 | -89.2% | -1.0% | · | -2.7% | -2.8% | · | 10.0 | -6.4% | -4.4%
COc1cc(NC(=O)COC(=O)CNC(=O)c2cc(C)cc(C)c2)c(C)cc1[N+](=O)[O-] | 759 | 0.7% | 3.1% | -1.6% | -8.4% | -4.3% | -2.5% | -9.0 | -2.2% | -4.7%
O=C(CCCN1C(=O)c2ccccc2C1=O)Nc1cccnc1 | 735 | 6.4% | 3.3% | -0.9% | -22.5% | 2.9% | -1.2% | 0.4 | -6.0% | 15.3%
O=C(NC1CC1)C1=C[C@H](c2ccc(Br)cc2)C[C@H](OCc2ccc(CO)cc2)O1 | 689 | 4.0% | 1.5% | · | -2.3% | -4.4% | · | -15.2 | 7.2% | 12.2%
CCOC(=O)c1c(C)[nH]c(C)c1C(=O)CSc1nnc(-c2ccncc2)n1Cc1ccccc1 | 818 | 8.1% | 5.4% | -3.7% | -11.0% | -9.7% | -0.1% | -15.8 | -3.3% | -1.7%
CN(CC(=O)O/N=C(\N)c1ccccn1)S(=O)(=O)c1cc(Cl)ccc1Cl | · | 27.7% | 1.5% | -5.5% | 18.4% | -2.6% | -1.7% | · | -4.1% | 0.0%
CCC(C)C1=CC(=Nc2c(C)n(C)n(-c3ccccc3)c2=O)C=C(C(C)CC)C1=O (stereo unspecified) | 683 | 17.4% | 2.6% | -4.8% | 3.2% | 5.8% | -0.2% | 5.8 | -14.4% | -1.5%
CCn1c(SCC(=O)Nc2ccc(Cl)cc2)nc2nc3c(cc2c1=O)CCCC3 | 633 | 25.8% | -1.9% | -1.6% | -13.5% | 8.9% | -1.1% | 17.2 | ? | 0.9%
Cc1cccc[n+]1CC(=O)Nc1ccccc1 | 841 | -1.7% | · | · | · | -4.5% | · | 23.5 | 9.9% | -6.1%
Cc1ccc(-c2csc(NC(=O)c3ccc([N+](=O)[O-])o3)n2)cc1 | 771 | 10.4% | · | · | · | 5.5% | · | -9.6 | -4.8% | -2.7%
CCn1c2ccccc2c2cc(NC(=O)CSc3nnc(-c4ccc(OC)cc4)n3N)ccc21 | · | -19.3% | 0.2% | -6.9% | -2.8% | -4.9% | 0.8% | · | 0.7% | 1.6%
CN1CCS/C1=C/C=C1\SC(=S)N(CC(=O)O)C1=O | 750 | -1.9% | · | -6.8% | · | -5.7% | -0.2% | 3.4 | 3.2% | -7.0%
CCCN(Cc1cc2cc(C)ccc2[nH]c1=O)C(=O)c1cccc([N+](=O)[O-])c1 | 595 | 12.3% | 1.8% | · | 11.9% | -4.0% | · | -3.2 | 21.8% | 1.1%
COC(=O)C1C(=O)C2=C(CC1C)NC(=O)CC2c1ccc(F)cc1 (stereo unspecified) | 665 | 3.9% | -4.1% | -6.9% | 0.7% | -3.7% | · | -11.9 | 47.3% | 9.0%
CC(C)c1nnc(SCC(=O)NC2CCCCC2)n1C | 825 | 11.7% | · | · | · | -3.5% | · | -3.7 | -1.2% | 3.0%
COc1ccc(Br)cc1S(=O)(=O)n1ccnc1C | 762 | -0.5% | 1.1% | -2.8% | -3.0% | -6.3% | -2.6% | -4.6 | 8.4% | -1.6%
CC1(C(=O)OCC(=O)Nc2ccccc2Cl)CC1(Cl)Cl (stereo unspecified) | 706 | -8.1% | 1.0% | -5.9% | 1.3% | 1.9% | -0.3% | -1.3 | -2.7% | 1.5%
CN(Cc1ccccc1)/C(=N/O)c1cccc(Cl)c1 | · | 13.9% | · | · | · | -4.1% | · | · | 1.7% | 2.5%
CC(C)(C)c1cc(NC(=O)CSc2nnc(NCc3ccccc3)s2)n(-c2ccccc2)n1 | 694 | 4.6% | 3.2% | -5.5% | 2.4% | 4.6% | -1.9% | -17.6 | -1.0% | -1.1%
Cc1ccc2c(c1)NC(=O)c1cccnc1N2 | · | -77.4% | 6.0% | -1.6% | 5.2% | -8.2% | -1.8% | · | -16.5% | 3.9%
CCC(=O)Nc1sc2c(c1C#N)CC(C)(C)NC2(C)C | · | 13.6% | 2.2% | -6.1% | -0.9% | -8.3% | -0.2% | · | -1.2% | 2.8%
COc1cc(S(=O)(=O)N(Cc2ccccn2)Cc2ccccc2Cl)ccc1-n1cnnn1 | 750 | 0.9% | -3.5% | -7.0% | -5.7% | -4.1% | -2.7% | 2.4 | -14.0% | -1.1%
Cn1c(N)c(Br)c(-c2ccc(F)cc2)c(C#N)c1=O | 697 | 21.4% | 7.4% | -7.7% | 4.8% | -3.9% | 1.0% | -1.2 | -6.1% | 2.9%
COc1cccc(OC)c1C(=O)OCC(=O)NCCCc1ccccc1 | · | 15.2% | · | · | · | -7.8% | · | · | 6.4% | -3.2%
O=C(CSc1ccc(F)cc1)Nc1ccccc1N1CCOCC1 | 656 | 18.3% | · | · | · | -3.4% | · | -0.7 | -3.2% | -5.7%
CCOc1ccc(NC(=NCc2ccc3c(c2)OCO3)SC2CC(=O)N(c3ccc(OCC)cc3)C2=O)cc1 (stereo unspecified) | 688 | -25.6% | 2.6% | -2.9% | 5.8% | -7.0% | 1.6% | 0.4 | 13.3% | -1.4%
CC1=CC2(O)OCCN(CCO)C2=CC1=O (stereo unspecified) | 704 | 11.1% | 2.7% | -6.0% | 15.3% | -1.8% | -1.7% | -16.7 | 2.2% | 9.6%
C=CCn1c(SC(C)C(=O)NC2(C#N)CCCCC2)nnc1-c1ccc(OC)cc1 (stereo unspecified) | 661 | -11.5% | 4.7% | -0.8% | 8.4% | -2.4% | · | 0.3 | -11.3% | 2.9%
COC(=O)c1sccc1S(=O)(=O)N1CCCC(N(C)CCc2ccccn2)C1 (stereo unspecified) | 723 | -19.6% | · | · | · | -3.7% | · | -7.1 | 6.6% | -7.5%
Cc1ccc(C(c2nnnn2Cc2cccs2)N2CCN(Cc3ccc4c(c3)OCO4)CC2)cc1 (stereo unspecified) | 773 | -25.2% | 2.3% | 2.0% | 11.2% | -2.2% | 3.9% | -3.6 | 2.4% | -1.3%
Cc1cc([N+](=O)[O-])nn1Cc1ccc(F)cc1 | 698 | 7.9% | 11.1% | -0.6% | 4.3% | -2.1% | 0.0% | 11.8 | -1.2% | -1.5%
CC(=O)c1ccc(OCC(=O)c2ccc(-c3ccccc3)cc2)cc1 | 624 | -34.6% | 5.7% | -3.4% | -6.4% | -6.2% | -0.1% | 1.2 | 19.5% | 7.5%
CCn1nnc2c(=O)oc3ccccc3c21 | 721 | 4.3% | 9.8% | -4.5% | -8.9% | 0.0% | -0.4% | 0.2 | 3.0% | 6.3%
Cn1cnnc1SCc1ccc(C(=O)N=Nc2c(O)n(C)c3ccccc23)cc1 | 592 | 10.8% | 7.3% | -4.1% | 13.1% | -2.0% | -1.2% | 0.4 | -0.2% | -8.2%
Cc1nn(C)cc1S(=O)(=O)Nc1cccc(Cl)c1 | 807 | 6.2% | · | · | · | -7.8% | · | -2.1 | 2.1% | 1.3%
O=C(c1cccc(C(F)(F)F)c1)C1CCCN(Cc2ccc(OCCO)cc2)C1 (stereo unspecified) | 700 | 6.4% | -3.4% | -1.9% | 11.5% | -6.6% | -0.7% | -4.5 | -3.2% | 4.2%
CCCCNC(=S)Nc1ccc(F)cc1 | 711 | 0.1% | 5.8% | · | 5.0% | -4.2% | · | -2.8 | -3.4% | 16.4%
Nc1nc(-c2cccnc2)nn1C(=O)Cc1ccccc1 | 720 | 2.5% | 2.0% | 2.0% | 0.3% | -2.2% | -0.9% | -0.2 | 1.7% | -0.4%
O=C(NNC(=O)c1cnccn1)c1cccc([N+](=O)[O-])c1 | 755 | 12.2% | 0.7% | 0.3% | 21.9% | -4.0% | -1.0% | 10.4 | -0.2% | -1.2%
CCc1sc(C(=O)Nc2ccc(NC(C)=O)cc2)cc1C | 669 | 16.5% | -0.5% | -3.6% | 0.4% | -9.3% | 1.1% | 5.8 | 7.4% | -4.4%
Cc1c(-c2ccn[nH]2)cc(NC(=O)c2ccc(Cl)cc2)c(=O)n1N | 702 | -15.2% | 4.5% | -8.4% | 10.4% | 2.2% | 0.0% | 9.3 | 13.6% | -5.0%

Filtered by structure: the compounds so far containing a cyano group
Molecule | Hep lipid drop cells 6.5 µM | HEK293 NOD2/NF-kB | M1AAP inhibition | XIAP antagonists | P. falciparum M17LAP | LYP phosphatase | ER stress rescue | Hep lipid drop | AID2073 | SIAH1 antagonists
CCC(=O)Nc1sc2c(c1C#N)CC(C)(C)NC2(C)C | · | 13.6% | 2.2% | -6.1% | -0.9% | -8.3% | -0.2% | · | -1.2% | 2.8%
Cn1c(N)c(Br)c(-c2ccc(F)cc2)c(C#N)c1=O | 697 | 21.4% | 7.4% | -7.7% | 4.8% | -3.9% | 1.0% | -1.2 | -6.1% | 2.9%
C=CCn1c(SC(C)C(=O)NC2(C#N)CCCCC2)nnc1-c1ccc(OC)cc1 (stereo unspecified) | 661 | -11.5% | 4.7% | -0.8% | 8.4% | -2.4% | · | 0.3 | -11.3% | 2.9%

Some of the compounds tested (hit frequency here may not be typical).
